NCI-60 one-dose screen, 48 h, at 10 µM unless noted. Numbers give growth in % (100 = growth as untreated, 0 = no growth, -100 = all killed).
UACC-62 – UACC-62 melanoma | AID 1794756 | 81,000 compounds, 5.4% hits
BT-549 – BT-549 breast cancer; 78,000 compounds, 4.4% hits
SK-MEL-2 – SK-MEL-2 melanoma; 77,000 compounds, 4.7% hits; AID 1794763
T-47D – T-47D breast cancer; 79,000 compounds, 5% hits; AID 1794792
HS 578T – HS 578T breast cancer; 78,000 compounds, 4.1% hits; AID 1794788
UACC-257 – UACC-257 melanoma; AID 1794764; 78,000 compounds, 4.4% hits
SK-MEL-28 – SK-MEL-28 melanoma; 81,000 compounds, 4.1% hits
MALME-3M – MALME-3M melanoma. 78,000 compounds, 5.8% hits
* marks the source's active call; other numbers are inactive results; . = no result given; & = joins results of further samples; [ ] = dose if it differs, or a comment. Rule for the calls: active = growth percent below 10; inactive = the rest. This is a random part of the collection. About 10% of those tested had a hit in this group.

1) COc1ccc(C2=C(CN)C(O)NC(=NCC(=O)c3ccc4ccccc4c3)N2)cc1 (centres undefined)
2) O=C(CCSSCCC(=O)ON1C(=O)CCC1=O)ON1C(=O)CCC1=O
3) CC1=C(C#N)c2nc3cccnc3c(=O)n2[C@]1(C)O
4) CC(CCl)OC(=O)Nc1cccc(C(F)(F)F)c1 (centres undefined)
5) CCOC(=O)/C(C#N)=C\c1cccnc1
6) CC(=O)N1CCN(C(=O)Cn2c(-c3ccccc3)csc2=N)CC1
7) C#C[C@]1(O)CC[C@H]2[C@@H]3CC=C4c5sc(-c6ccc([N+](=O)[O-])cc6)nc5CC[C@]4(C)[C@H]3CC[C@@]21C
8) COC(=O)c1ccc(NC2=CC(=O)C(C)=C(C)C2=O)cc1
Assay by compound,1,2,3,4,5,6,7,8
UACC-62,101,104,97,75,109,90,11,81
BT-549,99,107,99,90,95,98,37,99
SK-MEL-2,100,.,110,82,100,108,-43*,100
T-47D,101,104,94,86,98,86,25,71
HS 578T,116,113,109,70,89,110,30,106
UACC-257,91,107,103,79,107,99,33,94
SK-MEL-28,103,103,107,97,105,101,-45*,113
MALME-3M,101,104,93,83,99,141,-29*,108

9) CC(=O)OCN(C)N=Nc1ccc([N+](=O)[O-])cc1
10) C=C1C(=O)O[C@H]2[C@H]1CC/C(COC(=O)c1cc(OC)c(OC)c(OC)c1)=C\CC[C@@]1(C)O[C@@H]21
11) NS(=O)(=O)Oc1ccc(C(=O)NC23CC4CC(CC(C4)C2)C3)cc1F
12) O=C(CN1CCN(c2ccccc2F)CC1)Nc1ccc(C(F)(F)F)cc1[N+](=O)[O-]
13) O=C1CCC(=O)N1C(=O)c1ccccc1
14) COc1cc2oc(-c3cccc(NC(=O)c4ccc(Cl)cc4)c3)cc(=O)c2c(OC)c1OC
15) COc1ccc(-c2ccc3c(C)nc4oc(-c5cc(OC)c(OC)c(OC)c5)nc4c3n2)cc1
16) O=c1ncn2nc(Sc3ccc(F)cc3F)ccc2c1-c1c(Cl)cccc1Cl
Assay by compound,9,10,11,12,13,14,15,16
UACC-62,94,-51*,102,105,97,50,101,63
BT-549,98,-42*,104,111,104,57,105,83
SK-MEL-2,.,-39*,117,74,88,55,84,93
T-47D,95,-39*,95,114,101,38,79,62
HS 578T,88,33,102,114,98,53,94,111
UACC-257,104,-41*,99,.,91,80,100,.
SK-MEL-28,105,-36*,111,127,104,57,96,97
MALME-3M,110,-58*,113,114,105,49,68,92

17) O=C(CCc1nnc2sc(OCc3ccccc3)nn12)c1nc2ccc([N+](=O)[O-])cc2[nH]1
18) Cc1ccc(-c2nc(SCC(=O)c3ccc(C#N)cc3)[nH]c(=O)c2C#N)cc1
19) CCOC(=O)c1cc(C(N)=O)n2ccc(-c3ccncc3)cc12
20) CCCCC1CC(=O)NC1(C(=O)OCC)C(=O)OCC (centres undefined)
21) ClC1C(Cl)C2(Cl)C(c3ccccc3)=CC1(Cl)C2(Cl)Cl (centres undefined)
22) O=C(Cc1nc2ccc([N+](=O)[O-])cc2nc1CC(=O)c1cccnc1)c1cccnc1
23) COc1cc(NC(=O)Nc2cccc(-c3cc(=O)c4ccccc4o3)c2)cc(OC)c1OC
24) O=C1c2ccccc2C(=O)N1c1cccc2ccccc12
Assay by compound,17,18,19,20,21,22,23,24
UACC-62,97,99,73,88,69,69,88,100
BT-549,102,101,82,112,106,8.9*,80,91
SK-MEL-2,96,104,113,103,84,113,68,127
T-47D,98,100,67,120,90,.,.,93
HS 578T,88,113,64,119,111,7.1*,91,91
UACC-257,106,100,94,136,103,79,22,89
SK-MEL-28,115,103,90,103,101,81,90,102
MALME-3M,96,99,.,.,118,68,92,98

Overlap with the part before: 3 entries, followed by the next part.
22) O=C(Cc1nc2ccc([N+](=O)[O-])cc2nc1CC(=O)c1cccnc1)c1cccnc1
23) COc1cc(NC(=O)Nc2cccc(-c3cc(=O)c4ccccc4o3)c2)cc(OC)c1OC
24) O=C1c2ccccc2C(=O)N1c1cccc2ccccc12
25) N#C/C(=C(/O)CCCO)c1nc2ccccc2c(=O)[nH]1
26) CCCCCCCCCCCCC[C@H](O)C[C@H](O)[C@H](C)N
27) Cc1cc(C)nc(SC2=C(Nc3cccc(C(=O)O)c3)C(=O)N(Cc3ccccc3)C2=O)n1
28) Cc1ccc(NC(=O)N2CCN(C)CC2)cc1NC(=O)N1CCN(C)CC1
29) O=[N+]([O-])c1ccc2c(c1)oc1ccccc12
30) Cc1nn(-c2ccccc2)c(Oc2ccccc2)c1/C=N/NC(=O)Cn1c(=O)sc2ccccc21
31) CCCCNCC(O)(c1ccc(Cl)cc1)c1ccc(Cl)cc1
32) CCOC(=O)c1ccc(N=Cc2sc(Nc3ccc(Cl)cc3)nc2O)cc1
Assay by compound,22,23,24,25,26,27,28,29,30,31,32
UACC-62,69,88,100,96,113[1.25 µM],106[30 µM],100,102,52,105,93
BT-549,8.9*,80,91,109,107[1.25 µM],93[30 µM],106,.,26,90,97
SK-MEL-2,113,68,127,88,113[1.25 µM],100[30 µM],.,110,43,99,109
T-47D,.,.,93,101,122[1.25 µM],113[30 µM],102,98,15,84,92
HS 578T,7.1*,91,91,102,117[1.25 µM],115[30 µM],94,135,68,110,87
UACC-257,79,22,89,94,113[1.25 µM],111[30 µM],44,102,66,110,95
SK-MEL-28,81,90,102,110,115[1.25 µM],123[30 µM],117,106,87,111,103
MALME-3M,68,92,98,90,132[1.25 µM],101[30 µM],129,125,53,80,98

The closing three records of the section before open the next one:
30) Cc1nn(-c2ccccc2)c(Oc2ccccc2)c1/C=N/NC(=O)Cn1c(=O)sc2ccccc21
31) CCCCNCC(O)(c1ccc(Cl)cc1)c1ccc(Cl)cc1
32) CCOC(=O)c1ccc(N=Cc2sc(Nc3ccc(Cl)cc3)nc2O)cc1
33) O=S(=O)(Nc1ccc(O)c(Sc2nc3ccccc3s2)c1)c1ccc(F)cc1
34) COC(=O)C1=C(O)C(=O)C(C(=O)OC)N1Cl (centres undefined)
35) Nc1n[nH]c(-c2ccccc2)n1
36) CCOC(=O)NC1c2ccccc2Oc2ccccc21
37) COc1cc2nc(-c3ccc(NC(=O)/C=C/c4ccc(C(F)(F)F)cc4)cc3)sc2c(OC)c1OC
38) COc1ccc2nc3cc(Cl)ccc3c(NCCNCC(C)O)c2c1 (centres undefined)
39) COc1ccc(/C=N/C2=C(C#N)C(c3ccccc3)c3ccc4ccccc4c3O2)cc1 (centres undefined)
40) COc1ccc(/C=C2\N=C(c3ccccc3)N(C(=O)c3ccc(Cl)cc3)NC2=O)cc1
Assay by compound,30,31,32,33,34,35,36,37,38,39,40
UACC-62,52,105,93,88,99,99&100,74,100,54,16,70
BT-549,26,90,97,94,116,105&105,75,.,88,13,90
SK-MEL-2,43,99,109,101,109,137&106,86,109,31,49,.
T-47D,15,84,92,73,95,98&97,97,88,26,47,82
HS 578T,68,110,87,99,98,129&110,92,109,67,30,94
UACC-257,66,110,95,97,104,107&104,82,117,30,48,108
SK-MEL-28,87,111,103,111,106,128&104,108,114,55,41,94
MALME-3M,53,80,98,87,97,110&130,99,109,44,44,93

41) Oc1ccccc1-c1nn(-c2ccccc2)cc1-c1nc2ccccc2[nH]1
42) CCCCNS(=O)(=O)C(C(=O)OCC)c1ccc2c(c1)N(C)C(=O)C(CCOc1ccncc1)O2 (centres undefined)
43) O=[N+]([O-])c1cccc(/C=N/N=C2c3ccccc3-c3ccccc32)c1
44) Cc1cc2cc3cc(C)c(N)cc3[n+](C)c2cc1N
45) O=C1COc2cc(O)cc(O)c21
46) Clc1ccc2c(OCCCN3CCOCC3)c3oc4ccc(Cl)cc4c3nc2c1
47) CN(C)Cc1cccc(-c2ccccc2)c1O
48) O=S(=O)(NCCCNc1nccc(-c2c(-c3cccc(F)c3)nc3occn23)n1)c1cccc2ccccc12
Assay by compound,41,42,43,44,45,46,47,48
UACC-62,86,102,77,33,103,93,107,31
BT-549,122,106,135,9.1*,114,116,101,45
SK-MEL-2,103,110,88,-22*,118,132,102,47
T-47D,98,94,57,8.8*,87,89,110,4.4*
HS 578T,94,107,110,9.6*,110,98,99,23
UACC-257,100,100,100,5.9*,119,111,107,58
SK-MEL-28,96,108,99,22,109,101,103,65
MALME-3M,110,91,115,1.1*,98,88,98,31

49) CC1(C)NC(=O)N(c2ccc([N+](=O)[O-])c(C(F)(F)F)c2)C1=O
50) CCN(CCO)CCNc1ccc(C)c2sc3cc(OC)ccc3c(=O)c12
51) CCOC(=O)CSc1ncnc2c1c(-c1ccccc1)cn2-c1ccc(Cl)cc1
52) COc1ccc(S(=O)(=O)n2cc(C3OC(c4cc(OC)c(OC)c(OC)c4)=NN3C(C)=O)c3ccccc32)cc1OC (centres undefined)
53) CCOC(=O)C1[C@@H]2C(=O)N(c3ccc(OC)cc3)C(=O)[C@@H]2[C@H](c2cn(-c3ccccc3)nc2C)N1Cc1ccccc1 (some centres undefined)
54) Cc1noc(NS(=O)(=O)c2ccc(N=Nc3cc(N=Nc4ccc(S(=O)(=O)Nc5onc(C)c5C)cc4)c4c(NC(=O)C(Cl)Cl)cccc4c3OC(=O)C(Cl)Cl)cc2)c1C
55) CCOc1ccc(C2C(C#N)=C(N)Oc3c2c(C)nn3-c2ccc(Cl)cc2)cc1 (centres undefined)
56) CC(=O)N[N+](C)(C)C
Assay by compound,49,50,51,52,53,54,55,56
UACC-62,98,99,68,73,84,87,89,106
BT-549,110,89,107,52,100,99,97,95
SK-MEL-2,125,99,106,95,102,.,102,101
T-47D,99,90,83,55,89,81,89,94
HS 578T,106,84,111,92,95,91,107,104
UACC-257,101,103,88,88,101,92,106,94
SK-MEL-28,119,94,104,110,105,99,116,102
MALME-3M,105,103,101,104,97,100,100,.

57) C=C(OC1(C(C)C)CCC2(C)OC2C1)C(C)(C)CCC(C)(O)C(=O)OC1(C)C=CC(O)(C(C)C)CC1 (centres undefined)
58) Cc1ccc(C(=O)/C=C/Nc2cc(-c3ccccc3)nn2-c2ccccc2)cc1
59) COc1cc2c(c(OC)c1OC)C1(NCC2)C(=O)Nc2ccc(Cl)cc21 (centres undefined)
60) CC(C)C[C@@H]1NC(=O)[C@@H](NC(=O)[C@@H]2CCC(=O)N2)[C@H](C(C)C)c2ccc3c4c([nH]c3c2)-n2cnc(c2)C[C@@H](C(=O)O)NC(=O)[C@@H](CCCN=C(N)N)NC(=O)[C@@H]2CCCN2C(=O)[C@H](C4)NC(=O)[C@H](C(C)C)NC1=O
61) COc1ccc(C(=O)COc2cccc(/C=C3\Oc4ccccc4C3=O)c2)cc1
62) Fc1ccc2[nH]cc(-c3nc(-c4ccc5ccccc5c4)cs3)c2c1
63) COc1cccc(/C=N\NC(=O)C(=O)N/N=C\c2cccc(OC)c2O)c1O
64) Cc1ccc(C2C3=C(NC(C)(C)NC3Nc3cccnc3)OC2C(=O)c2ccc(N=[N+]=[N-])cc2)cc1 (centres undefined)
Assay by compound,57,58,59,60,61,62,63,64
UACC-62,93,72,78,89,70,91,77,95
BT-549,102,95,113,105,108,96,87,93
SK-MEL-2,105,92,100,90,85,99,89,110
T-47D,.,79,84,.,53,59,87,98
HS 578T,103,112,87,30,107,95,.,99
UACC-257,117,98,84,62,96,90,101,105
SK-MEL-28,98,90,94,71,123,96,96,105
MALME-3M,93,99,93,115,102,100,82,94

Part of the list above, field by field.
59: COc1cc2c(c(OC)c1OC)C1(NCC2)C(=O)Nc2ccc(Cl)cc21 (centres undefined)
- UACC-62 = 78
- BT-549 = 113
- SK-MEL-2 = 100
- T-47D = 84
- HS 578T = 87
- UACC-257 = 84
- SK-MEL-28 = 94
- MALME-3M = 93
60: CC(C)C[C@@H]1NC(=O)[C@@H](NC(=O)[C@@H]2CCC(=O)N2)[C@H](C(C)C)c2ccc3c4c([nH]c3c2)-n2cnc(c2)C[C@@H](C(=O)O)NC(=O)[C@@H](CCCN=C(N)N)NC(=O)[C@@H]2CCCN2C(=O)[C@H](C4)NC(=O)[C@H](C(C)C)NC1=O
- UACC-62 = 89
- BT-549 = 105
- SK-MEL-2 = 90
- T-47D = .
- HS 578T = 30
- UACC-257 = 62
- SK-MEL-28 = 71
- MALME-3M = 115
61: COc1ccc(C(=O)COc2cccc(/C=C3\Oc4ccccc4C3=O)c2)cc1
- UACC-62 = 70
- BT-549 = 108
- SK-MEL-2 = 85
- T-47D = 53
- HS 578T = 107
- UACC-257 = 96
- SK-MEL-28 = 123
- MALME-3M = 102
62: Fc1ccc2[nH]cc(-c3nc(-c4ccc5ccccc5c4)cs3)c2c1
- UACC-62 = 91
- BT-549 = 96
- SK-MEL-2 = 99
- T-47D = 59
- HS 578T = 95
- UACC-257 = 90
- SK-MEL-28 = 96
- MALME-3M = 100

(cont.)
65) O=C(NNc1ccccc1)n1c(=O)c2ccccc2c(=O)n1-c1ccccc1
66) Cn1nc(NC(=O)C(F)(F)F)c2ncc(-c3ccccc3)nc21
67) Nc1c(C(=O)Nc2ccncc2)sc2nc3c(cc12)C(=O)CCC3
68) FC(F)(F)c1cnc2c(c1)Oc1ccccc1-c1ccnn1-2
69) Cc1cc(=O)[nH]c(N/N=C/c2cc(Br)ccc2O)n1
70) O=C(O)C1CCC(c2ccccc2)N1 (centres undefined)
71) O=C(Cn1c(=O)[nH]c2ccccc2c1=O)NCC(=O)N/N=C/c1ccc([N+](=O)[O-])cc1
Assay by compound,65,66,67,68,69,70,71
UACC-62,91,102,93,89,4.3*,96,103
BT-549,90,119,109,98,17,108,104
SK-MEL-2,117,107,95,114,27,101,100
T-47D,88,94,73,86,25,97,93
HS 578T,.,113,91,94,69,98,95
UACC-257,78,98,90,104,14,.,93
SK-MEL-28,104,109,90,106,43,107,103
MALME-3M,96,.,112,109,.,115,96

Screening results deposited in PubChem BioAssay by NCI.
